High-throughput results as filed in PubChem.
FLuc act counter = affects firefly luciferase, flagging false hits in luciferase stimulation screens; ATPlite luciferase biochemical, luminescence, 10 min; 0 = ATP-free wells, 1 = DMSO control; activation factor at 10 µM; 200,000 tested, under 10 active;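 active means luciferase activation factor, scaled between plate controls, of at least 2 with compound at 10 µM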
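Assay system – cell-free luciferase reagent · Medium – PBS-based ATP solution · Dosing – test compounds dosed from 2 mM stocks in 100% DMSO · Timing – 10 min, room temperature · Technique – light output (luminescence) · Measure – luminescence gain marking luciferase activators · Controls – No-ATP low control, compound-free enzyme-plus-ATP high control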
APP 5'UTR act = activates APP 5'UTR luciferase reporter. AID 1276. SH-SY5Y APP 5'UTR luciferase reporter, luminescence; zero percent = DMSO vehicle wells. 190,000 tested, 1% active. activation, % at 2 µM;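 active means activation above a set limit, based on mean plus 3 SD of controls, cut at about 140% in these data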; further: values of inactives mirror those of a sister screen read the other way
TNAP inh hi DEA = blocks human TNAP under high phosphate acceptor concentration | purified TNAP, CDP-star luminescence, 1 M DEA | 200,000 tested, 0.03% active | AID 1135 | P05186 | inhibition, % at 20 µM;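 active means over 50% inhibition of tissue-nonspecific alkaline phosphatase at 20 µM in the single-dose screen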;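 further: plate controls were DMSO wells for no effect and EDTA-quenched wells as full inhibition for full effect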
Target sequence (P05186 whole entry, looked up): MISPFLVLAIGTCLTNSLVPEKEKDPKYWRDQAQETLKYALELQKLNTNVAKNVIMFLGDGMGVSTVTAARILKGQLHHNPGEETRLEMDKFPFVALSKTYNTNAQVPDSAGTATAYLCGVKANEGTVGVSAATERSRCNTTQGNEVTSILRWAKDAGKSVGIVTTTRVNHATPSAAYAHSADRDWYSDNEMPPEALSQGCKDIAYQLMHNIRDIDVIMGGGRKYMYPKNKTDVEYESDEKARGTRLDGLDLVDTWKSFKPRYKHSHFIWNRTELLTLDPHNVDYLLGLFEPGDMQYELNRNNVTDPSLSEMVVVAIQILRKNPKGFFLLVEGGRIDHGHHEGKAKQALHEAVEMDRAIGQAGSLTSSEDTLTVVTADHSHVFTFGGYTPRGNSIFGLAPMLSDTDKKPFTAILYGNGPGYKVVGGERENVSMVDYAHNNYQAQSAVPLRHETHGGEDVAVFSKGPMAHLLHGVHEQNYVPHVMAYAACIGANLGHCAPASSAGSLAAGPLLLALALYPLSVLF
PMI activator = phosphomannose isomerase (human) activation; activation factor at 20 µM; purified human PMI, coupled resazurin fluorescence, 20 min; stronger effect = higher value; 1 = vehicle control, 0 substrate-free wells; 190,000 tested, 0.005% active; P34949; AID 1214;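 active means activation factor of 2 or more at 20 µM, relative to plate controls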
Target sequence (P34949 whole entry, looked up): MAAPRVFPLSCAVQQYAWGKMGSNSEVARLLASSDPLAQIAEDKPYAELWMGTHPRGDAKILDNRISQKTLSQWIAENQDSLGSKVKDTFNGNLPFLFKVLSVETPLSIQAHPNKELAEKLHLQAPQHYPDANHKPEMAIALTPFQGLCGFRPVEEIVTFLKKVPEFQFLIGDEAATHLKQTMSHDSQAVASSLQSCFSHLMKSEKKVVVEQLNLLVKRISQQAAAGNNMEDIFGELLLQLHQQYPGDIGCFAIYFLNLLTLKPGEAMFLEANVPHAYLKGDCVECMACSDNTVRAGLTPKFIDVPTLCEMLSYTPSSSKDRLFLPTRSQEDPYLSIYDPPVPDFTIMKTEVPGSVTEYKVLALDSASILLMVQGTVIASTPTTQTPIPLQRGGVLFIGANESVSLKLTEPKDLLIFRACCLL
TNAP inh noacc = TNAP (human) inhibition, acceptor-free conditions; P05186; inhibition, % at 20 µM; 200,000 tested, 0.26% active; AID 1012; purified TNAP, CDP-star luminescence, 30 min;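 active means tissue-nonspecific alkaline phosphatase inhibition above about 50% at 20 µM in the single-dose screen, limit read from the data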;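 further: 0% = DMSO negative control and 100% = EDTA positive control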
FLuc inh counter = Photinus pyralis luciferase inhibition counter-screen; AID 1006; 200,000 tested, 1.5% active; P08659; inhibition, % at 10 µM; ATPLite firefly luciferase biochemical luminescence, 10 min;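 active means inhibition above about 50% when tested at 10 µM, limit read from the data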
bIAP activator = increases bovine intestinal alkaline phosphatase activity; purified bovine IAP, CDP-star luminescence, 30 min; stronger effect = higher value; fold of DMSO-control signal, blank-subtracted; AID 1016; 200,000 tested, 0.17% active; activation factor at 20 µM;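 active means activation factor of 2 or more at 20 µM, a signal rise over negative controls twice the positive control's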
TNAP act hi DEA = activators of human TNAP at high phosphate acceptor concentration | purified TNAP, CDP-star luminescence, 1 M DEA, 30 min; stronger effect = higher value; 0 = EDTA background, 1 = DMSO-only activity | 200,000 tested, under 10 active | AID 1136 | activation factor at 20 µM;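 active means activation factor at least 2 at 20 µM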
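Assay system: human TNAP; Input: enzyme diluted 1/800 final; Reagent: CDP-star luminogenic substrate at 100 µM final; Timing: 30 min, room temperature; Signal: luminescence; Evaluation: TNAP activation factor scaled between EDTA and DMSO control wells.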
PMI act satM6P = activators of human phosphomannose isomerase at near-saturating mannose 6-phosphate; coupled PMI enzyme assay, resazurin fluorescence, 20 min; stronger effect = higher value; 1 = untreated enzyme, 0 = substrate-free blank; activation factor at 20 µM; 190,000 tested, 0.34% active; AID 1216;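 active means activation factor of 2 or more at 20 µM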
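Test system – human PMI in coupled enzyme assay · Timing – 20 min incubation at room temperature · Detection – Diaphorase-driven resazurin-to-resorufin fluorescence, excitation 544, emission 590 nm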
NF-kB expr up = compounds increasing NF-kB expression in human neuronal cells; NF-kB reporter expression; stronger effect = higher value; fold change at 12.5 µM; 190,000 tested, 1.6% active; in the data active means fold change above about 3.3
Starred values were filed as active, the others as inactive; . = no result given.

SMILES | FLuc act counter | APP 5'UTR act | TNAP inh hi DEA | PMI activator | TNAP inh noacc | FLuc inh counter | bIAP activator | TNAP act hi DEA | PMI act satM6P | NF-kB expr up
O=C1CC(c2ccccc2)c2c(O)cc(O)cc2O1 (stereo not drawn) | 1 | -2.8 | -2.5 | 1 | -6.2 | -3.2 | 0.9 | 1 | 1 | 0.98
Cc1ccnc(NC(=O)C2CCC(CNc3c(N4CCCC4)c(=O)c3=O)CC2)c1 (stereo not drawn) | 1.1 | 10.3 | 0.7 | 0.9 | -11.0 | -5.1 | 1 | 1 | 0.9 | 1.16
O=C(NCCSCc1ccco1)Nc1cccc(Cl)c1 | 0.9 | 17.8 | -3.2 | 0.9 | -17.6 | 7.7 | 0.6 | 1 | 0.9 | 1.61
COc1ccc(OCCCC(=O)Nc2nc(C)c(C(C)=O)s2)cc1 | 1 | -7.1 | -6.9 | 1 | -8.8 | -4.2 | 1 | 1.1 | 0.9 | 1.42
Cc1ccc(C)c(Cn2c(=O)n(CCC(=O)NCc3ccco3)c(=O)c3ccccc32)c1 | 1.1 | 18.3 | -5.1 | 0.9 | -8.8 | -7.5 | 0.9 | 1.1 | 1 | 1.09
O=C(Cn1cc2c(n1)CCCCC2)NC1CCCCCC1 | 1 | -0.6 | -2.0 | 1 | -13.2 | -4.0 | 0.9 | 1 | 1 | 1.84
COc1ccc(C2=NN(C3=NN=C(N)Cc4ncnn43)C(O)(C(F)(F)F)C2)cc1 (stereo not drawn) | 1 | -16.0 | -3.6 | 0.8 | -173.1 | 3.1 | 1.7 | 1 | 0.8 | 1.28
O=C(Cc1ccccc1)NNC(=O)C1CCCC1 | 1 | 12.7 | -2.4 | 1 | -9.3 | -3.3 | 1 | 1 | 1 | 1.15
O=C(CC(=O)N/N=C/c1cccs1)NCc1ccccc1 | 1.1 | -12.1 | -3.5 | 1.1 | -12.6 | -6.4 | 0.9 | 1 | 1.1 | 1.15
O=c1c2c(-c3ccccc3)csc2ncn1/N=C/c1ccc(O)c([N+](=O)[O-])c1 | 1 | 10.7 | 0.1 | 1.3 | -1.4 | -1.5 | 1 | 1 | 1.2 | 0.86
COc1ccc(CCNC(=O)C(=O)NCc2ccc(Cl)cc2)cc1OC | 1 | 10.5 | -3.7 | 1.1 | -7.6 | -1.5 | 1.1 | 1 | 1.1 | 1.02
O=C1Nc2ccc(Cl)cc2C12Nc1ccccc1-c1nnc(SCc3ccccc3F)nc1O2 (stereo not drawn) | 1 | -3.7 | 5.3 | 0.7 | 1.0 | -2.9 | 1 | 0.9 | 0.5 | 1.08
COc1cccc(/C=N/NC(=O)C(=O)NCc2cccnc2)c1O | 0.9 | -0.1 | -0.9 | 0.9 | -169.5 | 13.7 | 1 | 1 | 1.2 | 1.25
O=C(NN1C(=O)c2ccccc2NC12CCCCC2)c1ccccc1 | 1 | 6.6 | -5.6 | 1 | -14.8 | -2.8 | 1 | 1.1 | 1.1 | 1.16
COc1ccccc1OC(=O)c1ccc2nsnc2c1 | 0.9 | 3.7 | 7.1 | 0.9 | 0.9 | 13.2 | 0.9 | 0.9 | 1 | 1
O=C1c2[nH]nc(-c3ccccc3O)c2C(c2ccc(F)cc2)N1CC1CCCO1 (stereo not drawn) | 1.1 | 6.3 | -6.8 | 0.9 | -66.1 | -10.2 | 1.3 | 1.1 | 1 | 0.97
CCSc1nnc(CNC(=O)C23CC4CC(CC(C4)C2)C3)n1Cc1ccccc1 | 1 | 3.1 | -2.4 | 0.9 | -5.6 | 1.0 | 1.1 | 1 | 1 | 1.03
COCCCNC(=O)c1cc2c(=O)n(C)c3ccccc3c2n1C | 1.1 | 20.2 | -6.3 | 1 | -16.5 | -8.0 | 0.9 | 1.1 | 1 | 1.12
Cc1ccc2nc(C)cc(OCC(=O)O)c2c1 | 1.1 | -4.7 | -5.4 | 1 | -5.3 | -8.7 | 0.9 | 1.1 | 1.1 | 1.08
Nc1nn2c(-c3ccccc3)cc(=O)[nH]c2c1N=Nc1ccc(O)cc1 | 0.7 | -0.9 | 37.4 | 0.6 | 41.2 | 30.8 | 0.5 | 0.6 | 0.4 | 1.28
COC(=O)/C=C1/SC(=NC(=O)c2ccccc2)NC1=O | 1 | 1.0 | 1.6 | 0.8 | -5.6 | -2.6 | 1 | 1 | 0.8 | 1.03
COC(=O)C(CCSC)NC(=O)c1cc2c(n(-c3ccc(C)cc3)c1=O)CCCC2=O (stereo not drawn) | 1 | 15.4 | -11.6 | 0.9 | -7.5 | -3.1 | 1.2 | 1.1 | 0.9 | 1.04
C/C(=N/NC(=O)c1ccoc1C)c1cccc(NC(=O)C2CC2)c1 | 0.9 | 116.1 | 1.8 | 1 | -12.8 | 8.5 | 1 | 1 | 0.9 | 1.62
COc1ccc(NC2CC(=O)N(c3cccc(C)c3)C2=O)cc1 (stereo not drawn) | 1 | 8.9 | -5.5 | 0.8 | -15.2 | -1.9 | 0.9 | 1.1 | 0.8 | 1.41
Cc1ccc2nc(NCc3ccccc3)c(C=NCc3ccccc3)c(=O)n2c1 | 1 | 13.0 | -3.1 | 1 | -4.7 | -3.8 | 0.9 | 1 | 1 | 1.84
Cc1ccc(S(=O)(=O)NCCC(c2ccccc2)c2ccccc2)cc1C(=O)O | 1 | 0.1 | -4.1 | 1.1 | -10.8 | -4.2 | 1 | 1 | 1 | 0.8
O=C(Nc1nnc(SCC(=O)N2CCCCC2)s1)C1CCCCC1 | 1 | 13.5 | -0.3 | 0.8 | -8.1 | -1.0 | 1 | 1 | 0.9 | 1.26
COCCNC(=O)C(c1ccc(C)o1)N(C(=O)c1snc(C(N)=O)c1N)c1cc(C)cc(C)c1 (stereo not drawn) | 1.1 | -6.1 | -6.0 | 1 | -12.4 | -6.5 | 1 | 1.1 | 0.9 | 0.95
COn1c(-c2ccccc2)nc2ccc(Cl)cc21 | 0.8 | . | -1.6 | 0.9 | -6.5 | 20.5 | 0.9 | 1 | 1 | 1.96
CC(C)C(NS(=O)(=O)c1cccc2nsnc12)C(=O)Nc1nc2ccc(Cl)cc2s1 (stereo not drawn) | 1 | -17.0 | -0.5 | 0.9 | -9.4 | -4.9 | 1.1 | 1 | 1 | 1.02

Three compounds from above, reduced to FLuc inh counter, TNAP act hi DEA and FLuc act counter.
Compound	FLuc inh counter	TNAP act hi DEA	FLuc act counter
O=C1c2[nH]nc(-c3ccccc3O)c2C(c2ccc(F)cc2)N1CC1CCCO1 (stereo not drawn)	-10.2	1.1	1.1
CCSc1nnc(CNC(=O)C23CC4CC(CC(C4)C2)C3)n1Cc1ccccc1	1.0	1	1
COCCCNC(=O)c1cc2c(=O)n(C)c3ccccc3c2n1C	-8.0	1.1	1.1

(list continues)
SMILES | FLuc act counter | APP 5'UTR act | TNAP inh hi DEA | PMI activator | TNAP inh noacc | FLuc inh counter | bIAP activator | TNAP act hi DEA | PMI act satM6P | NF-kB expr up
CSC(=NC#N)N1CCN(c2ccc(Cl)cc2)CC1 | 1.1 | -13.1 | -1.6 | 1.2 | 2.9 | -8.0 | 0.9 | 1 | 1.2 | 1.94
CCOc1ccc(CCNC(=O)CCS(=O)(=O)c2ccc(OC)cc2)cc1OCC | 1 | -11.2 | 3.0 | 1 | -6.7 | -4.2 | 1.1 | 1 | 1 | 1.81
O=C(Cc1ccccc1Cl)Nc1cccc(S(=O)(=O)N2CCOCC2)c1 | 1.1 | 12.3 | -0.7 | 0.8 | -13.6 | -6.4 | 0.9 | 1 | 0.9 | 0.97
Cc1nn(C)cc1C(=O)Nc1cc(Oc2ccc(Cl)cc2)cc([N+](=O)[O-])c1 | 1.1 | -2.4 | -2.2 | 1 | -5.9 | -7.2 | 0.9 | 1 | 1.1 | 1
COc1ccc(NC(=O)C2CCN(C(=O)c3cccs3)CC2)cc1 | 1 | 0.8 | 1.2 | 1 | -2.8 | -2.7 | 1 | 1 | 1.1 | 1.37
COC(=O)c1cc(COc2ccc3c4c(c(=O)oc3c2)CCC4)c(C)o1 | 1.1 | -3.4 | -3.2 | 1 | -13.4 | -6.9 | 0.9 | 1 | 1 | 0.89
CC1(C)CC(=O)C2=C(C1)Nc1[nH]n(-c3ccccc3)c(=O)c1C2c1ccc2c(c1)OCO2 (stereo not drawn) | 1 | 0.1 | 0.4 | 1.1 | -0.4 | -1.2 | 0.9 | 1 | 1.3 | 1.2
CC(=O)NC1C(OCc2cccc(Br)c2)OC(COC(C)=O)C(OC(C)=O)C1OC(C)=O (stereo not drawn) | 1 | 3.7 | 3.4 | 0.9 | 0.5 | -0.9 | 1.3 | 1 | 0.9 | .
Nc1ccc(CN2CCOCC2)cc1 | 1.1 | 15.4 | -2.9 | 1 | -5.5 | -6.2 | 1.1 | 1 | 0.9 | 0.92
COC(=O)C1=C(C)N(c2ccc(OC)c(OC)c2)C(=O)/C1=C\c1cccs1 | 1 | -2.5 | 1.1 | 1.1 | -5.2 | -0.5 | 1.1 | 1 | 1 | 1.06
CCOC(=O)c1[nH]c(=O)c2ccccc2c1O | 1 | 5.8 | -1.0 | 1.1 | -4.1 | 2.5 | 1 | 1 | 0.7 | 0.98
Cc1ccc(OCCCSc2n[nH]c(N)n2)cc1 | 1 | -1.8 | -9.6 | 0.9 | -39.9 | 0.0 | 1.1 | 1.1 | 0.8 | 1.16
Cc1ccc(CNC(=O)C2CCN(S(=O)(=O)c3cnc[nH]3)CC2)cc1 | 1.1 | -0.3 | -2.2 | 1 | -5.8 | -7.3 | 1 | 1 | 1 | 1.51
CC(C)[C@H](NS(=O)(=O)c1ccc2c(c1)OCCO2)C(=O)OCC(=O)Nc1cc(Cl)ccc1Cl | 1 | 6.1 | -0.9 | 0.8 | -6.1 | -4.6 | 0.9 | 1 | 0.9 | 0.49
O=C(Cn1ncc2c(=O)oc3ccccc3c21)N1CCN(c2ccccn2)CC1 | 1.1 | 6.6 | -7.6 | 1 | -7.4 | -12.5 | 0.9 | 1.1 | 1 | 0.99
O=C(CN1CCc2ccccc2C1)N1CCN(S(=O)(=O)c2ccccc2)CC1 | 1.1 | -3.6 | -2.1 | 0.8 | -5.4 | -7.4 | 1.1 | 1 | 0.9 | 0.94
COc1ccccc1CNC(=O)CCCc1ccccc1 | 1 | 3.0 | -4.3 | 1 | -22.6 | -2.5 | 0.9 | 1 | 0.9 | 1.5
O=C(O)CC1SC(=Nc2ccc(O)cc2)NC1=O (stereo not drawn) | 1.1 | 3.4 | -6.0 | 1.1 | 53.8* | -5.8 | 0.9 | 1.1 | 1.1 | 1.1
Cc1ccc(S(=O)(=O)NC(C(=O)N2CCOCCOCCOCCOCC2)c2ccccc2)cc1 (stereo not drawn) | 1 | -20.2 | -0.4 | 1 | -5.0 | -1.4 | 1 | 1 | 1 | 0.97
CC(C)(C)C(=O)NC1CCN(S(=O)(=O)c2cccc(C(F)(F)F)c2)CC1 | 1.1 | 8.4 | 0.5 | 1 | 8.1 | -5.6 | 1 | 1 | 1 | 1.12
CCC(N=c1cc(-c2ccc(OC)cc2)oc2ccc(C)cc12)C(=O)O (stereo not drawn) | 0.9 | 146.6* | -3.7 | 1.1 | -8.8 | 10.3 | 0.8 | 1 | 1 | 3.1
